High-throughput results: PubChem BioAssay, National Center for Advancing Translational Sciences (NCATS)
a7 integrin act – qHTS for Activators of Integrin-Mediated Alleviation for Muscular Dystrophy. actives 0.064% (n = 350,000). AID 624291, 2012. Potency, µM (top dose mostly 38.3 µM), without a hit: at the highest dose activation, most hits filed as activators. alpha7betagal myoblasts, beta-gal FDG fluorescence, 48 h;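 further: potency means the concentration at half of the fitted maximal effect; 100% = response of the positive control SU9516; nearly all actives have a fitted effect of over 60% in size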
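Alpha7betagal+/- myoblasts (passage 13) were plated 16-24 hr, then exposed to compounds (1:260 dilution of DMSO stock) for 48 hours at 37C. After MPER lysis, β-galactosidase reporter activity was read as FDG fluorescence (ex 480/em 540) after 30 minutes.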
CXXC DNA block – qHTS Fluorescence Polarization Assay for Inhibitors of MLL CXXC domain - DNA interaction | actives 0.037% (n = 290,000) | Histone-lysine N-methyltransferase 2A (Homo sapiens), Q03164 | AID 2662, 2010 | MLL-CXXC / FITC-HOXA9 DNA fluorescence polarization | Potency, µM (doses to about 115 µM), without a hit: at the top dose activity change, negative = inhibition, hits mostly inhibitors; active means well fitted inhibition curve with a large enough effect in the polarisation, with a control signal flat, not every such curve was filed as active; inconclusive means small, poorly fitted or top-dose-only effect, or effect the other way, or a change in a side signal; inactive means no such curve, though single readings can be large or run the other way; the % refers to the polarisation; further: potency means the concentration at half of the fitted maximal effect
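Purified MLL-CXXC (added from a 7 uM solution) was preincubated 5 min at ambient with pinned compounds in 50 mM Tris-HCl pH 7.5, 50 mM NaCl, 1 mM DTT, 0.05% BSA. Fluorescein-labeled HOX-A9 DNA (50 nM solution) followed, 30 min, then polarization read.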
GALK inh – qHTS Assay for Inhibitors of Human Galactokinase (GALK). Potency, µM (titrated, usually from 57.5 µM), for inactives: at the top dose activity change, negative = inhibition, usual class: inhibitors. P51570. actives 0.007% (n = 270,000). Purified GALK, Kinase-Glo residual ATP luminescence; further: potency means the concentration at half of the fitted maximal effect; on the % scale 0 is the no-effect control and ±100 the full control effect
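GALK at 5 nM final was combined with compound, 35 uM ATP and 100 uM galactose in HEPES pH8.0 with MgCl2 and DTT. The reaction ran one hour at room temperature before luminescent ATP detection.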
A-T KAP1 phos – qHTS Assay for Identifying a Potential Treatment of Ataxia-Telangiectasia; actives 0.19% (n = 320,000); Potency, µM (highest dose often 57.5 µM), inactives show top-dose activation, actives largely listed as activators; […] A-T fibroblasts, KAP-1 phosphorylation AlphaLISA; neocarzinostatin DNA damage 30 min before lysis; AID 485349, 2010; further: potency means the concentration at half of the fitted maximal effect; % of control where 0% means no effect; nearly all actives have a fitted effect of over 45% in size
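ATM-like activity read as KAP-1 phosphorylation via AlphaLISA donor/acceptor antibody pairs after lysis and 6 hr at 25C. Cells were ATM-null patient fibroblasts ([…], hTERT), dosed 60 min, then exposed to the DSB inducer NCS for 30 min.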
TRPV1 ag – HTS Assay for Compounds that Act as Agonists of the Vanilloid Receptor 1; activation, % at 8.33 µM; TRPV1-expressing cells, Fluo-8 calcium influx, agonist mode; Transient receptor potential cation channel subfamily V member 1 (Homo sapiens), Q8NER1; actives 0.19% (n = 320,000); in the data active means activation above about 80%; inconclusive means between about 30% and that limit; further: 0% is about no effect
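Cells expressing TRPV1 were dye-loaded with Fluo-8 and read kinetically: 10 s baseline, 3 min after compound (agonist portion), then 2 min after EC20 capsaicin (allosteric enhancer portion). Calcium-bound dye fluorescence at 480/520 nm.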
KCNH2 3.1 inh – qHTS for Inhibitors of KCHN2 3.1: Mutant qHTS; AID 720553, 2013; activity change, % (tested at about 1.8 µM); actives 0.95% (n = 340,000); U2OS KCNH2 3.1, thallium flux FluxOr; hits give low values;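 active means maximum activity change below -70%; inconclusive means maximum activity change from -70% to -50%; inactive means maximum activity change above -50%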;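 further: thallium influx rate constant from kinetic fluorescence after stimulation buffer; on the % scale 0 is the no-effect control and ±100 the full control effect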
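U2OS cells transduced with KCNH2 3.1 mutant virus (1.77 x 10^8 /mL, 4 h), plated overnight at 37 C, loaded 45 min with FluxOr dye plus Red40 quencher. Thallium flux rate constant from kinetic reads after stimulation buffer, normalised to controls.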
KCNH2 WT inh – qHTS for Inhibitors of KCHN2 3.1: Wildtype qHTS | Voltage-gated inwardly rectifying potassium channel KCNH2 (Homo sapiens), Q12809 | U2OS, BacMam KCNH2, thallium flux FluxOr; hits give low values | activity change, % at 1.84 µM | actives 0.37% (n = 340,000) | AID 720551, 2013;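 active means maximum activity change below -70%; inconclusive means maximum activity change between -70% and -50%; inactive means maximum activity change above -50%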; further: on the % scale 0 is the no-effect control and ±100 the full control effect
Target sequence (Q12809 whole entry, looked up): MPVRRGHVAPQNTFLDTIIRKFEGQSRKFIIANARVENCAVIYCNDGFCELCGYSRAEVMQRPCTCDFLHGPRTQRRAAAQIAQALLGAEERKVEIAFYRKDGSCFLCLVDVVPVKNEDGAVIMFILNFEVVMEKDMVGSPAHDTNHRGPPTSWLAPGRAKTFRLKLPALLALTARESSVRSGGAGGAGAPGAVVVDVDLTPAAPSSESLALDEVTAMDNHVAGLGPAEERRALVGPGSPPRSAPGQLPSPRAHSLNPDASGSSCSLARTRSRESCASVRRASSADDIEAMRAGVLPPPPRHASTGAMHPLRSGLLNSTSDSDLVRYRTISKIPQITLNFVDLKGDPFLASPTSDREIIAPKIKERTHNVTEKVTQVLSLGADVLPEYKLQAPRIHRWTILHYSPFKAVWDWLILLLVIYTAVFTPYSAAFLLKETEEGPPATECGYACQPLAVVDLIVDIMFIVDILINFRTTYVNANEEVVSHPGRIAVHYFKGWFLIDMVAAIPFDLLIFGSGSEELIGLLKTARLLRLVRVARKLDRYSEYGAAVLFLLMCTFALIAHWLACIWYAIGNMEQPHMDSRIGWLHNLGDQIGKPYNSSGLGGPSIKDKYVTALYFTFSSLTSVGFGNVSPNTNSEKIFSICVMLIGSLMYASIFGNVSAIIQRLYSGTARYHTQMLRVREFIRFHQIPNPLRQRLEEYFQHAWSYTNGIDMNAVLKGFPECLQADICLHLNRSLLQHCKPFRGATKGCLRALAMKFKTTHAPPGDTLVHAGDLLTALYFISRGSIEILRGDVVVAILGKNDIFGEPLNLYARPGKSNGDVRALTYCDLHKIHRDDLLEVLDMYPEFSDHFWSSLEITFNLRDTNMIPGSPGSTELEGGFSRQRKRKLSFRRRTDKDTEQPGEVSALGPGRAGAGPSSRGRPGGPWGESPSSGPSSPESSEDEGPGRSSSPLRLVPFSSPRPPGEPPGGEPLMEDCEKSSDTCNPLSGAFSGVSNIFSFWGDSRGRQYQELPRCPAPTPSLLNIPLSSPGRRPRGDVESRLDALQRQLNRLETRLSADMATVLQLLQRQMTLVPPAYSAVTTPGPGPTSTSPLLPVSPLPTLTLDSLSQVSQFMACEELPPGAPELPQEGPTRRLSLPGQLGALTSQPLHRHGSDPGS
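U2OS cells transduced with wild-type KCNH2 virus are loaded with FluxOr dye for 45 min, and thallium flux is measured in kinetic reads before and after stimulation buffer. Rate constants are normalized to DMSO controls.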
MBNL1 CUG block – qHTS Assay for Inhibitors of MBNL1-poly(CUG) RNA binding; AID 2675, 2010; actives 0.036% (n = 280,000); Potency, µM (top dose mostly 57.5 µM), inactives show top-dose activity change, negative = inhibition, hits mostly inhibitors; TR-FRET MBNL1-His/biotin-(CUG)12 binding, 665/545 ratio; Muscleblind-like protein 1 (Homo sapiens), Q9NR56; active means well fitted inhibition curve with a large enough effect in the signal ratio, with a control signal flat, not every such curve was filed as active; inconclusive means small, poorly fitted or top-dose-only effect, or effect the other way, or a change in a side signal; inactive means no such curve, though single readings can be large or run the other way; the % refers to the signal ratio; further: potency means the concentration at half of the fitted maximal effect; on the % scale 0 is the no-effect control and ±100 the full control effect
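Compounds (final 92 nM to 58 uM) are added to His-tagged MBNL1 and biotin-(CUG)12, then terbium anti-His antibody and streptavidin-XL665 (5 nM final). After 60 min at room temperature, the 665/545 nm ratio is read.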
S-ASM inh – Inhibitors of Secretory Acid Sphingomyelinase (S-ASM): qHTS | Sphingomyelin phosphodiesterase (Homo sapiens), P17405 | placental ASM, HMU-PC fluorogenic substrate, 60 min | Potency, µM (series often up to 57.5 µM), inactives show at the highest dose activity change, negative = inhibition, actives largely listed as inhibitors | actives 0.006% (n = 340,000) | AID 504937, 2011; further: potency means the concentration at half of the fitted maximal effect
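qHTS format. ASM enzyme prepared from human placenta hydrolyses the fluorogenic substrate HMU-PC0 (9 uM final) over 60 min at 37 °C after a 10 min compound preincubation.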
FBPA coupling cs – qHTS Assay for Inhibitors of Fructose-1,6-bisphosphate Aldolase from Giardia Lamblia: Coupling assay counterscreen; coupling enzyme system counterscreen, AmpLite Red fluorescence; activity change, negative = inhibition, % at 58.2 µM, hits read low; actives 0.67% (n = 290,000); in the data active means activity change below about -30%; further: on the % scale 0 is the no-effect control and ±100 the full control effect
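Final compound at 57.5 uM, incubated 10 min at RT with coupling enzyme reagent (glyceraldehyde-3-phosphate), then 20 min with substrate and AmpLite Red detection. Fluorescence read at 525/598 nm; tests interference with the coupling assay, not aldolase inhibition.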
* marks the source's active call; other numbers are inactive results; i = inactive; ? = inconclusive; · = no result given; & = joins results of further samples; [ ] = another dose, or the depositor's remark. Unless noted, the call rests on the fitted dose curve; in most records, active means well fitted curve in the direction sought with a large enough effect; inconclusive means small, poorly fitted or top-dose-only effect, or another doubt; inactive means no such curve, though single readings can be large; an effect the other way counts as inactive or inconclusive.

molecule	a7 integrin act	CXXC DNA block	GALK inh	A-T KAP1 phos	TRPV1 ag	KCNH2 3.1 inh	KCNH2 WT inh	MBNL1 CUG block	S-ASM inh	FBPA coupling cs
Cc1ccccc1C(=O)c1cccn1CC(=O)NCc1ccc(Cl)cc1	33%	8%	1%	4%	19	9	·	1%	0%	2
Cc1ccc(OCC(O)Cn2c(N3CCCCC3)nc3c2c(=O)[nH]c(=O)n3C)cc1 (stereo not given)	7%	-4%	·	-7%	8	0	-13	-1%	-6%	2
Fc1ccc2c(Cl)c(-c3nnc(-c4cccs4)o3)sc2c1	14%	3%	-4%	-4%	1	1	-2	-6%	8%	-1
CCOc1ccc(N2CC(C(=O)NCCC3=CCCCC3)CC2=O)cc1 (stereo not given)	-8%	-3%	-3%	7%	-3	0	-8	-14%	-1%	0
CCOC(=O)Cc1nnc(Nc2cccc(C)c2)c2ccccc12	15%	-3%	0%	·	7	15	8	-1%	-3%	0
CN(CC(=O)NCc1ccccc1)S(=O)(=O)c1ccc2c(c1)CCC(=O)N2	-1%	13%	3%	-1%	-3	-6	2	-6%	-2%	·
Cc1c(NC(=O)/C=C/C(=O)O)cccc1[N+](=O)[O-]	-4%	-9%	2%	-7%	0	-7	6	15%	1%	5
O=C(Nc1ccccn1)C1CCN(S(=O)(=O)c2ccc3ccccc3c2)CC1	-11%	·	·	2%	0	-14	-6	·	1%	·
COC(=O)c1sccc1NC(=O)Cn1nnc(-c2ccc(C)cc2)n1	-6%[7.66 µM]	-1%	1%	-3%	10	-12	1	-9%	-2%	6
COc1ccc(CCNC(=O)CCC(=O)N2CCN(S(=O)(=O)c3ccc(Cl)cc3)CC2)cc1OC	7%	-11%	-2%	3%	-2	-14	-17	4%	2%	2
COC(=O)c1c(C)n(-c2ccc(OC)cc2)c2ccc(O)cc12	12%	4%	0%	5%	-7	-17	8	-7%	3%	-3
CC(C)CC(C)NNC(=O)c1cc2ccccc2[nH]1 (stereo not given)	18%	-13%	-1%	-3%	22	-4	15	-2%	-2%	3
CC(C)OC(=O)CSc1nnc2c3ccccc3n(C)c2n1	21%	1%	-2%	-1%	0	-14	-5	23%	-3%	3
O=C(CSc1nnc(-c2ccc(Br)cc2)o1)Nc1cccc(C(=O)O)c1	?	-3%	7%	17%	1	2	4	-6%	2%	·
CCCCCNCC(=O)Nc1cc(C(F)(F)F)ccc1OCCOC	-18%	4%	-2%	7%	20	6	8	-4%	-2%	1
C/C(CC(=O)Nc1ccccn1)=N\NC(=O)C(=O)Nc1cccc(C)c1	8%	7%	-1%	-3%	0	-2	-1	10%	1%	1
CCCn1c(=O)c2c(nc3n2CCCN3Cc2ccccc2)n(C)c1=O	11%	3%	1%	-4%	9	-2	0	0%	-5%	0
Cc1ccc(N2CC(C(=O)Nc3c4c(nn3C(C)(C)C)CS(=O)(=O)C4)CC2=O)cc1C (stereo not given)	-11%	-12%	5%	14%	-1	-7	17	-6%	5%	2
N#Cc1ccc(N2CCN(C(=O)c3cccc(F)c3)CC2)c(F)c1	-4%	6%	0%	6%	1	-11	-9	-4%	1%	-1
COc1cc(CC(=O)OCC(=O)Nc2ccc3c(c2)OCO3)cc(OC)c1OC	?	13%	9%	8%	-4	-4	-11	-1%	-4%	-16
Fc1ccc(Br)cc1C1C=C(c2ccc(Br)cc2)Nc2ncnn21 (stereo not given)	1%[7.66 µM]	0%	-3%	5%	-2	17	-9	0%	131%[activator]	-1
CC1(O)CC(=O)N(c2ccccc2)O1 (stereo not given)	-27%	6%	·	2%	-1	0	2	3%	-2%	-2
COc1cc2[nH]c(=S)n(CC3CCCO3)c(=O)c2cc1OC (stereo not given)	-15%	-1%	0%	-6%	-1	-1	5	8%	-1%	2
COc1ccccc1NS(=O)(=O)c1ccc(Cl)cc1	16%	17%	8%	-1%	9	4	-4	16%	6%	-10
CCCCCN(C(=O)CCC(=O)OCC(=O)N1CCCCC1)c1c(N)n(CCCC)c(=O)[nH]c1=O	7%	13%	-3%	-1%	3	-9	-7	-2%	0%	2
CCCCOc1cccc(C(=O)N(Cc2cccs2)C2CCS(=O)(=O)C2)c1 (stereo not given)	-3%	2%	7%	7%	4	-3	1	-5%	-3%	3
CC(C)(C)c1ccc(-c2n[nH]c(=S)n2-c2ccccc2)cc1	11%	3%	7%	-3%	6	-12	-20	280%[activator]	0%	5
COc1ccc(Nc2ncnc3nc[nH]c23)cc1OC	24%	-1%	-2%	6%	-3	21	-9	?	0%	1
CCOC(=O)c1c(NC(=O)CSc2nncs2)sc(C)c1C	-7%	-3%	-4%	11%	2	-4	-5	4%	-1%	0
Cc1cc2c(OCC(O)CNC3CCCCC3)cccc2[nH]1 (stereo not given)	0%	8%	4%	-4%	-1	0	-5	4%	0%	-1
CCOC(=O)c1cc(-c2ccccc2)sc1NC(=O)CC	-20%	8%	0%	22%	-3	3	1	5%	-1%	2
Cc1ccc(-c2nn(C)c(=O)c3ccccc23)cc1CN1CCOCC1	-5%	-2%	0%	4%	11	2	-6	-16%	-2%	2
O=C(Oc1cccc(NC(=O)c2ccco2)c1)c1cccc(S(=O)(=O)N2CCCC2)c1	9%	4%	-2%	3%	12	-5	11	-9%	-7%	0
C=CCn1c(O)c(/C=C2\C=NN=C2c2ccccc2)sc1=S	20%	-5%	4%	-7%	·	2	1	·	-20%	1
CCOC(=O)NC(=O)COC(=O)c1ccc(O)cc1	?	2%	1%	4%	-3	29	0	-2%	1%	0
N#Cc1ccc(-c2c(-c3ccccc3)ncc3cc(F)ccc23)cc1	15%	·	·	6%	?	8	2	·	-2%	·
COC(=O)c1ccc2c(=O)n(CCCCCC(=O)NCCNC(C)=O)c(=O)[nH]c2c1	8%	-6%	9%	-1%	0	-6	-17	·	·	1
O=C1CSC(=S)N1N=Cc1c(O)ccc2ccccc12	9%	·	·	·	·	-14	2	·	-1%	·
CC(=O)Nc1ccc(S(=O)(=O)NCC(=O)OCC(=O)Nc2sccc2C(N)=O)cc1	-1%	·	·	-11%	1	-5	-2	·	-4%	·
C=CCn1c(Cc2c(C)[nH]c3ccccc23)nnc1SCC(=O)NCc1ccc(F)cc1	-18%	7%	1%	-4%	1	-1	7	1%	3%	-1
COc1ccc(N2C3=C(C(=O)CC(C)(C)C3)C(c3ccccc3OC)C3=C2CC(C)(C)CC3=O)cc1	24%	-2%	4%	23%	20	-1	7	7%	i	-11
O=C(CSc1nc(Nc2ccccc2)nc(N2CCOCC2)n1)Nc1ccc(Br)cc1F	-21%	33%[activator]	-5%	28%	1	-6	14	0%	-2%	·
COc1ccc(/C=C(/C#N)S(=O)(=O)c2ccc(C)cc2)cc1	-17%	-10%	-1%	-1%	?	-8	-3	4%	-1%	2
O=S(=O)(c1ccccc1)N1CC=C(c2ccccc2)CC1	-2%	2%	8%	-4%	1	-3	-3	-3%	-1%	-3
CCN1C(=O)[C@H]2[C@@H](c3ccc(-c4ccc(Cl)c(Cl)c4)c(OC)c3)N[C@@](Cc3ccccc3)(C(=O)OC)[C@H]2C1=O	6%	·	·	9%	-2	5	-2	·	1%	·
COc1cccc([C@@H]2Oc3ccc(OC)cc3C(=O)[C@H]2OC(=O)Nc2cc(OC)c(OC)c(OC)c2)c1	-22%	4%	·	6%	1	-2	-7	14%	2%	-3&-3
CC1CCN(C(=O)CN2C(=O)NC(c3ccccc3)(c3ccccc3)C2=O)CC1	-12%	·	·	12%	-3	15	9	·	3%	·
O=C(Nc1cccc(O)c1)c1cccc(NC(=O)c2cccs2)c1	-13%	10%	-6%	5%	1	6	-6	-3%	-6%	-3
O=C(CC(c1ccccc1)c1cc(Br)ccc1O)NCCCN1CCOCC1 (stereo not given)	-2%	-3%	-2%	-8%	2	-35	7	-8%	3%	-2
c1ccc(-c2csc(-c3cccnc3)n2)cc1	-12%	-5%	0%	2%	8	-19	-1	33%[activator]	-1%	0
